Bioassay records as filed in PubChem.
GAA glycogen mod: alters human alpha-glucosidase cleavage of glycogen. recombinant GAA, glycogen substrate, Amplex Red glucose oxidase fluorescence. Potency, µM (titrated, usually from 76.4 µM), without a hit: top-dose activity change, negative = inhibition, usual class: inhibitors. hit rate 0.38% among 300,000. AID 2100; active = well fitted inhibition curve with a large enough effect; inconclusive = small, poorly fitted or top-dose-only effect, or another doubt; inactive = no such curve, though single readings can be large or run the other way;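 note: 0% = full enzyme reaction and -100% = no-enzyme basal signal; the screen sought inhibitors and activators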
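Recombinant human alpha-glucosidase (4 nM final) hydrolysed bovine liver glycogen (30 ug) for 40 min at 37 C in pH 5.0 citrate/phosphate with 0.01% Tween-20. Released glucose detected by glucose oxidase/Amplex Red, Ex 573/Em 610 nm. Compounds up to 77 uM; AC50 from Hill fits.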
* marks the source's active call; other numbers are inactive results; ? = inconclusive; [ ] = dose if it differs, or a comment. Potency is the fitted concentration of half-maximal effect. An excerpt; the hit share may differ from the screen's.

SMILES | GAA glycogen mod
Cc1ccc(NC(=O)Cn2c(=O)n(CCCCC(=O)NCc3ccccc3Cl)c(=O)c3ccccc32)cc1 | -2%[76.3 µM]
CCCOC(c1ccccc1)(c1ccc(C(F)(F)F)cc1)C(Oc1nc(C)cc(C)n1)C(=O)O (stereo not given) | 0%[76.3 µM]
O=C(NC1CCN(Cc2ccccc2)CC1)c1ccccc1 | 2%
Cc1cccc(-c2oc3ccccc3c2C#CCCCCO)c1 | -12%[76.3 µM]
COc1cc(NC(=O)c2ccccc2)c(OC)cc1NC(=O)Cc1ccc(Br)cc1 | 18%[76.3 µM]
NC(=O)c1ccccc1NC(=O)CCn1c(=S)oc2ccccc21 | 1%
CCOC(=O)CC1(NC(=O)C2CCC(=O)N(CCc3ccc(OC)cc3)C2)CCCCC1 (stereo not given) | -3%[76.3 µM]
O=C(C1CCN(S(=O)(=O)c2ccc(Cl)cc2)CC1)N1CCCC1 | 2%
COc1ccc(OC)c(-c2csc(NC(=O)Cc3ccccc3OC)n2)c1 | 1%
Cc1ccc(C)c(CN2C(=O)c3ccccc3S(=O)(=O)c3ccc(C(=O)N4CCCCCC4)cc32)c1 | 11%[76.3 µM]
COc1ccc(N(C)C(=O)c2sc(Cl)nc2C)cc1 | -13%[76.3 µM]
CCCc1ccc(OC(=O)CSc2nnc(-c3cccs3)o2)cc1 | 12%[76.3 µM]
Cc1ccc(C)n1-c1nnc(N2CCC(C(=O)NCCCN3CCN(C)CC3)CC2)s1 | 6%[76.3 µM]
COc1ccc(NC(=O)CSc2oc(-c3ccco3)nc2S(=O)(=O)c2ccc(Br)cc2)c(OC)c1 | 14%[76.3 µM]
CCOc1ccc2c(c1)c(=O)c(S(=O)(=O)c1ccc(CC)cc1)cn2Cc1cccc(Cl)c1 | 5%[76.3 µM]
COc1ccc(C(=O)N2CCN(c3ncccn3)CC2)cc1[N+](=O)[O-] | 0%[76.3 µM]
COc1ccc(C2=NOC(C(=O)NCc3cccnc3)C2)cc1 (stereo not given) | -1%
CCCn1c(N)c(N(CCOC)C(=O)c2ccccc2)c(=O)[nH]c1=O | 6%[76.3 µM]
Cc1ccc(NC(=O)COC(=O)c2nn(C)cc2Cl)cc1 | 4%
CC(C)C(=O)NNC(=O)CSc1nnc(-c2ccccc2)c(-c2ccccc2)n1 | -9%[76.3 µM]
Cc1ccc(S(=O)(=O)c2cc3c(=O)n4ccccc4nc3n(C)c2=N)cc1C | -4%[76.3 µM]
O=C(NC1CCCC1)C1CC(=O)N(c2ccccc2)C1 (stereo not given) | 2%
CC(C)(C)c1ccc(C2Sc3ccccc3NC3=C2C(=O)c2ccccc23)cc1 (stereo not given) | -17%[76.3 µM]
Cn1ccnc1COc1ccc(/C=N/O)cc1 | 20%[76.3 µM]
COc1ccc2c3c(cccc13)OC2=O | 7%

Continued.
SMILES | GAA glycogen mod
CCOC(=O)c1cnc2c(C)c(Cl)ccc2c1NCCCN1CCOCC1 | -5%[76.3 µM]
COC(=O)C1=CN(Cc2ccccc2)C=C(C(=O)OC)C1c1ccc(OC)c(OC)c1 | 0%[76.3 µM]
CC1CCCCN1CCCNC(=O)c1ccc(Br)cc1 (stereo not given) | -5%
C1CN(CCN2CCOCC2)CCN1 | 2%[76.3 µM]
O=C(NCCN1CCCCC1)Nc1ccc(Cl)cc1 | 20%[76.3 µM]
CCOc1cccc(C(=O)N/N=C/c2coc3ccccc3c2=O)c1 | -12%[76.3 µM]
CC(=O)Oc1ccc2nc(/C=C/c3ccccc3)oc(=O)c2c1 | -4%[76.3 µM]
O=C1CC(c2ccc(F)cc2F)c2cc3c(cc2N1)OCO3 (stereo not given) | -2%[76.3 µM]
CCOc1ccccc1NC(=O)C1CCCN(S(=O)(=O)c2ccc3c(c2)C(C)(C)C(=O)N3C)C1 (stereo not given) | 14%[76.3 µM]
CS(=O)(=O)Cc1ccc(C(=O)NC2CCN(Cc3ccccc3)C2)cc1 (stereo not given) | 2%[76.3 µM]
O=C(Nc1ccc(Cl)cc1)N1CCOCC1 | -1%[76.3 µM]
CC1C(=O)Nc2ccccc2N1C(=O)c1ccc(F)cc1 (stereo not given) | 1%
COc1cc(N=Nc2ccc3ccccc3c2)ccc1O | ?
Cc1ccc(CNC(=O)CCc2c(C)c3cc4c(C)coc4cc3oc2=O)cc1 | -5%[76.3 µM]
Oc1ccc(/C=C/c2nc(-c3ccccc3O)n(-c3ccccc3)n2)c(O)c1 | ?
CCOCCCNC(=O)C1CC(=O)N(CCc2ccccc2)C1 (stereo not given) | 3%
COc1ccc(NC(=O)C(C)n2c(C)c3cnn(-c4ccccc4)c(=O)c3c2C)cc1Cl (stereo not given) | 16%[76.3 µM]
COc1ccc(Cl)cc1C(=O)Nc1ccccc1N1CCCCC1 | 1%
Cc1cccc(-c2nc(CS(=O)CC(=O)NCc3ccc(Cl)cc3)c(C)o2)c1 (stereo not given) | -14%[76.3 µM]
Cc1cc(NC(=O)CCC(=O)N(CC(=O)NC2CCCC2)c2ccc(C)c(F)c2)no1 | -2%[76.3 µM]
CC(=O)N1CCC(C(=O)OCc2ccccc2F)(c2ccccc2)CC1 | -23%[76.3 µM]
Cc1ccccc1-c1nc2cc(NC(=O)c3cccc(OCCC(C)C)c3)ccc2o1 | -22%[76.3 µM]
COc1ccc(/C=C(\NC(=O)c2ccc(OC)cc2)C(=O)Nc2cccc(C(=O)O)c2)cc1 | -11%
O=C(NCCc1nc2ccccc2n1Cc1ccc(F)cc1)c1ccco1 | 14%[76.3 µM]
COc1ccc(OC)c(NC(=O)CSc2sc3c(O)cc(=O)[nH]c3c2C#N)c1 | -1%[76.3 µM]

Following part:
SMILES | GAA glycogen mod
Cc1cccc(N2CCN(C(=O)c3ccc4c(c3)NC(=O)C(CSCc3cccc(F)c3)N4)CC2C)c1 (stereo not given) | -7%[76.3 µM]
CCC(C)NC(=O)C1CCN(CCCc2ccccc2)CC1 (stereo not given) | 12%[76.3 µM]
Cc1cc(C)c(C)c(S(=O)(=O)NCC(=O)NCC2CCCCC2)c1C | 1%[76.3 µM]
CC1CCCN(Cc2ccc(OCc3ccccc3)cc2)C1 (stereo not given) | 4%[76.3 µM]
COc1ccc(CN2COc3ccc4c(oc(=O)c5ccccc54)c3C2)cc1OC | -6%[76.3 µM]
CC(C)c1ccc(S(=O)(=O)Nc2ccc3oc4c(c3c2)C(=O)CC(C)(C)C4)cc1 | -10%[76.3 µM]
COCCCNC(=O)C1CC(=O)N(CCc2ccc(F)cc2)C1 (stereo not given) | 8%[76.3 µM]
COc1ccc(C(=O)Nc2ccc3oc(-c4cccc5c(Br)cccc45)nc3c2)cc1 | 4%[76.3 µM]
COc1cc(NC(=O)C2CCN(S(=O)(=O)c3c(C)noc3/C=C/c3cccs3)CC2)cc(OC)c1 | -12%[76.3 µM]
CCCN(CCC)C(=O)Cn1c(=O)n(-c2ccc(Cl)cc2)c(=O)c2c3c(sc21)CCCCC3 | 10%[76.3 µM]
CC(=O)N1CCCc2cc(S(=O)(=O)N3CCCC(C(=O)Nc4cccc(C)c4)C3)ccc21 (stereo not given) | -2%[76.3 µM]
CCOc1cc(/C=N/NC(=O)C(=O)NCc2ccc3c(c2)OCO3)ccc1OCC(=O)N1CCOCC1 | 6%[76.3 µM]
Cc1ccc(C)c(OCCN2CCOCC2)c1 | -5%[76.3 µM]
Cc1ccc2c(c1)NC(=O)C(CC(=O)Nc1cc(Cl)ccc1C)O2 (stereo not given) | -9%[76.3 µM]
COC(=O)Cn1nc(C)c2c(C)n(-c3ccccc3)nc2c1=O | -5%[76.3 µM]
COc1cc(/C=C2\CCC(C3CCCC3)C2=O)ccc1OC(C)C (stereo not given) | 1%
COc1ccc(OC)c(CN2CCC(N3CCC(C(=O)NC4CC4)CC3)CC2)c1 | 0%[76.3 µM]
COCCN(C(=O)c1csnn1)C(C(=O)NC1CCCCC1)c1ccccc1 (stereo not given) | 4%
C/C(=N/NC(=O)C1CCCN1C(=O)c1ccc([N+](=O)[O-])cc1)c1ccc(Br)cc1 (stereo not given) | 4%[76.3 µM]
COc1ccc(C2/C(=C(/O)c3ccc(C)cc3)C(=O)C(=O)N2c2ccccn2)cc1 (stereo not given) | -2%
COc1ccc([C@]23Cc4cc(C#N)ccc4C(O2)c2c(cc(C)n(-c4ccccc4)c2=O)O3)cc1 | -9%[15.3 µM]
O=C(O)CCc1nnc2cnc3ccccc3n12 | 0%[76.3 µM]
CCOc1nc(C)ccc1-c1noc(-c2cccnc2)n1 | 5%[76.3 µM]
O=C(CCC(=O)c1ccc(Oc2ccccc2)cc1)Nc1ccc(C(=O)O)cc1 | -11%[76.3 µM]
COc1ccccc1C(=O)c1c(C)c(CCC#N)n2ccccc12 | -7%

Going on with the list.
SMILES | GAA glycogen mod
Cc1oc2c(C)c3oc(=O)c(CCC(=O)NCCCn4ccnc4)c(C)c3cc2c1C | -13%[76.3 µM]
CCOc1ccccc1CN1CCN(CC2CC2)CC1CCO (stereo not given) | 3%[76.3 µM]
CCC(OC(=O)C(C)N1C(=O)C(=O)c2ccccc21)C(=O)Nc1ccccc1OC (stereo not given) | 5%[76.3 µM]
FC(F)(F)c1cc(Nc2ccccc2)nc(-c2ccccn2)n1 | 4%
CCOC(=O)[C@@H]1[C@H]2COc3ccccc3[C@H]2N2C(=O)N(c3ccc(F)cc3)C(=O)[C@]12C | -12%[76.3 µM]
O=C(Cc1ccc(Cl)cc1)Nc1ccc(Cl)cn1 | -8%[76.3 µM]
CCN1CCN(C(=O)C2CCN(S(=O)(=O)c3cc(Cl)ccc3Cl)CC2)CC1 | 2%
CCOc1ccccc1CN1CCN(Cc2cc(=O)c3ccccc3[nH]2)CC1CCO (stereo not given) | -12%[76.3 µM]
Cc1ccc(OCCOC(=O)c2c(-c3ccccc3)noc2C)cc1 | -14%[76.3 µM]
CCOc1ccc(NC(=O)CSc2nc3ccsc3c(=O)n2CCC(=O)O)cc1 | -7%[76.3 µM]
O=C(Nc1ccncc1)Nc1cccc(Cl)c1Cl | 0%[76.3 µM]
Cc1ccccc1/C=C1\C(=O)Nc2ccc(F)cc21 | -6%
COc1cccc(NC(=O)Cn2c(=O)n(CCCCC(=O)NCc3ccc4c(c3)OCO4)c(=O)c3ccccc32)c1 | 13%[76.3 µM]
COc1ccc(Nc2nc(C)cc(C)c2C#N)c(OC)c1 | -8%[76.3 µM]
COc1ccc(C(=O)CC(=O)C(=O)Nc2ccc(C)c(C)c2)cc1 | 0%
COCCN(C(=O)c1snc(C(N)=O)c1N)C(C(=O)NC1CCCCC1)c1ccc(OC)c(OC)c1 (stereo not given) | -7%[76.3 µM]
COc1cc(C(C(=O)NC2CCCC2)N(C(=O)c2snc(C(N)=O)c2N)C2CCCC2)cc(OC)c1OC (stereo not given) | 9%
Cc1ccc(C(C)(C)C)c(SCC(=O)Nc2nnc(C)s2)c1 | -5%
S=C(NCc1ccccc1)Nc1ccncc1 | 2%[76.3 µM]
COc1cc2c(-c3ccccc3Cl)nc3c(c(C)nn3-c3ccccc3)c2cc1OC | 7%[76.3 µM]
Cc1ccc(S(=O)(=O)N(CC2CO2)c2cccc([N+](=O)[O-])c2)cc1 (stereo not given) | 4%
CC1CN(C(=S)SCC(=O)c2ccc([N+](=O)[O-])cc2)CC(C)O1 (stereo not given) | 3%
COc1ccccc1-c1cn(-c2ccccc2)c(=S)[nH]1 | 1%
COc1ccc(CNC(=O)C2CCN(S(=O)(=O)c3ccc(SC)cc3)CC2)cc1 | -1%
O=C(O)c1cc([N+](=O)[O-])ccc1NCc1cccnc1 | 13%[76.3 µM]

For convenience, some entries already given:
SMILES | GAA glycogen mod
Cc1oc2c(C)c3oc(=O)c(CCC(=O)NCCCn4ccnc4)c(C)c3cc2c1C | -13%[76.3 µM]
CCOc1ccccc1CN1CCN(CC2CC2)CC1CCO (stereo not given) | 3%[76.3 µM]
CCC(OC(=O)C(C)N1C(=O)C(=O)c2ccccc21)C(=O)Nc1ccccc1OC (stereo not given) | 5%[76.3 µM]
FC(F)(F)c1cc(Nc2ccccc2)nc(-c2ccccn2)n1 | 4%
CCOC(=O)[C@@H]1[C@H]2COc3ccccc3[C@H]2N2C(=O)N(c3ccc(F)cc3)C(=O)[C@]12C | -12%[76.3 µM]
O=C(Cc1ccc(Cl)cc1)Nc1ccc(Cl)cn1 | -8%[76.3 µM]
CCN1CCN(C(=O)C2CCN(S(=O)(=O)c3cc(Cl)ccc3Cl)CC2)CC1 | 2%

In the list so far, two contain a tert-butyl group:
SMILES | GAA glycogen mod
CC(C)(C)c1ccc(C2Sc3ccccc3NC3=C2C(=O)c2ccccc23)cc1 (stereo not given) | -17%[76.3 µM]
Cc1ccc(C(C)(C)C)c(SCC(=O)Nc2nnc(C)s2)c1 | -5%

The listing continues.
SMILES | GAA glycogen mod
Cn1cc(CNC(=O)c2ccc3nc(Cc4ccccc4F)oc3c2)cn1 | -9%[76.3 µM]
O=C(COc1ccccc1)NCC(=O)N/N=C/c1ccc(Cl)cc1 | 0%[76.3 µM]
CCC(Sc1nc2ccsc2c(=O)n1Cc1ccc(C(=O)O)cc1)C(=O)Nc1ccc(C)c(Cl)c1 (stereo not given) | 0%[76.3 µM]
COc1cc2c(cc1OC)CN(C(=O)CN(C)S(=O)(=O)c1ccc(NC(C)=O)cc1)CC2 | -16%
CCC(C(=O)Nc1ccc(S(=O)(=O)Nc2ncccn2)cc1)c1ccccc1 (stereo not given) | -8%[76.3 µM]
Cc1nc(N/N=C/c2ccc(Br)cc2)cc(N2CCOCC2)n1 | -1%[76.3 µM]

Fetched by compound from the list above, 4 records:
SMILES | GAA glycogen mod
O=C(COc1ccccc1)NCC(=O)N/N=C/c1ccc(Cl)cc1 | 0%[76.3 µM]
CCC(C(=O)Nc1ccc(S(=O)(=O)Nc2ncccn2)cc1)c1ccccc1 (stereo not given) | -8%[76.3 µM]
CCC(Sc1nc2ccsc2c(=O)n1Cc1ccc(C(=O)O)cc1)C(=O)Nc1ccc(C)c(Cl)c1 (stereo not given) | 0%[76.3 µM]
Cn1cc(CNC(=O)c2ccc3nc(Cc4ccccc4F)oc3c2)cn1 | -9%[76.3 µM]
